High-throughput results deposited in PubChem by National Center for Advancing Translational Sciences (NCATS).
HepG2 viability – kills HepG2 cells in TGF-b inhibitor counter-screen | HepG2 CAGA-GFP viability, ATP luminescence, 18 h | Potency, µM (series often up to 46.1 µM), without a hit: at the highest dose activity change, negative = cytotoxicity, actives largely listed as cytotoxic | 410,000 compounds, 0.76% hits | AID 588856; further: potency means the concentration at half of the fitted maximal effect; some results filed as inactive show a strong effect at the top dose
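HepG2 CAGA-GFP cells (1000/well, DMEM with 1% FBS) received compound, then TGF-beta at 500 pg/mL final, and were incubated 18 hours at 37 degrees C. Viability was read by CellTiter-Glo luminescence. Media-only wells were set as complete cell-killing and DMSO as no toxicity.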
ATXN2 expr inh – inhibitors of ATXN2 expression | HEK-293 ATXN2-luciferase reporter, luminescence, 24 h | Potency, µM (top dose mostly 57 µM), for the others: top-dose activity change, negative = inhibition, actives largely listed as inhibitors | 360,000 compounds, 0.72% hits; further: potency means the concentration at half of the fitted maximal effect; on the % scale 0 is the no-effect control and ±100 the full control effect; nearly all actives have a fitted effect of over 55% in size
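qHTS (up to 57 uM final) was run with 24 h compound exposure of reporter cells at 37 °C. Each well was multiplexed: SteadyGlo luminescence measured ATXN2-luciferase expression after a fluorogenic Gly-Phe-AFC viability readout (25 uM final).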
A549 tox – counter-screen for Nrf2 inhibitors: cytotoxicity in A549 cells; 390,000 compounds, 0.16% hits; A549 ARE-Fluc cells, CellTiter-Fluor viability, 18-24 h; Potency, µM (series often up to 46 µM), inactives show at the highest dose activity change, negative = cytotoxicity, actives largely listed as inhibitors; AID 504648; further: potency means the concentration at half of the fitted maximal effect; on the % scale 0 is the no-effect control and ±100 the full control effect
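Cytotoxicity counterscreen: CellTiter-Fluor fluorescence was measured in A549 ARE_Fluc cells after 18-24 h of compound exposure in a concentration series. The subsequent BugLite luminescent read reports ARE-luciferase activity.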
Nrf2 activator – activates Nrf2 signaling; AID 624171; 410,000 compounds, 0.31% hits; Potency, µM (titrated, usually from 46.1 µM), without a hit: at the highest dose activation, hits mostly activators; AREc32 ARE-luciferase reporter (MCF7-derived line), luminescence, 24 h; further: potency means the concentration at half of the fitted maximal effect; % of control where 0% means no effect; nearly all actives have a fitted effect of over 65% in size
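Cells of the AREc32 ARE-luciferase line are plated in OPTI-MEM containing 5% FBS and left overnight at 37 deg C. Compounds are pinned in, incubation continues 24 hr, and firefly luciferase signal is then measured.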
S2 tox – reduces viability in counter-screen for ATXN expression inhibitors; 400,000 compounds, 0.49% hits; Potency, µM (doses to about 56.7 µM), hits mostly cytotoxic; S2 cells (HEK-293 line with an ATXN2-luciferase reporter) viability, CellTiter-Fluor protease fluorescence, 24 h; further: potency means the concentration at half of the fitted maximal effect; nearly all actives have a fitted effect of over 40% in size
EPAC2 agonist – activates human EPAC2 exchange factor; 360,000 compounds, 0.079% hits; EPAC2 activation, biochemical qHTS; response scale: 100% = 6.5 mM cAMP response; Q8WZA2; AID 720711; Potency, µM (series often up to 154 µM), without a hit: at the highest dose activation, most hits filed as activators; further: potency means the concentration at half of the fitted maximal effect; nearly all actives have a fitted effect of over 50% in size
Target sequence (Q8WZA2 whole entry, looked up): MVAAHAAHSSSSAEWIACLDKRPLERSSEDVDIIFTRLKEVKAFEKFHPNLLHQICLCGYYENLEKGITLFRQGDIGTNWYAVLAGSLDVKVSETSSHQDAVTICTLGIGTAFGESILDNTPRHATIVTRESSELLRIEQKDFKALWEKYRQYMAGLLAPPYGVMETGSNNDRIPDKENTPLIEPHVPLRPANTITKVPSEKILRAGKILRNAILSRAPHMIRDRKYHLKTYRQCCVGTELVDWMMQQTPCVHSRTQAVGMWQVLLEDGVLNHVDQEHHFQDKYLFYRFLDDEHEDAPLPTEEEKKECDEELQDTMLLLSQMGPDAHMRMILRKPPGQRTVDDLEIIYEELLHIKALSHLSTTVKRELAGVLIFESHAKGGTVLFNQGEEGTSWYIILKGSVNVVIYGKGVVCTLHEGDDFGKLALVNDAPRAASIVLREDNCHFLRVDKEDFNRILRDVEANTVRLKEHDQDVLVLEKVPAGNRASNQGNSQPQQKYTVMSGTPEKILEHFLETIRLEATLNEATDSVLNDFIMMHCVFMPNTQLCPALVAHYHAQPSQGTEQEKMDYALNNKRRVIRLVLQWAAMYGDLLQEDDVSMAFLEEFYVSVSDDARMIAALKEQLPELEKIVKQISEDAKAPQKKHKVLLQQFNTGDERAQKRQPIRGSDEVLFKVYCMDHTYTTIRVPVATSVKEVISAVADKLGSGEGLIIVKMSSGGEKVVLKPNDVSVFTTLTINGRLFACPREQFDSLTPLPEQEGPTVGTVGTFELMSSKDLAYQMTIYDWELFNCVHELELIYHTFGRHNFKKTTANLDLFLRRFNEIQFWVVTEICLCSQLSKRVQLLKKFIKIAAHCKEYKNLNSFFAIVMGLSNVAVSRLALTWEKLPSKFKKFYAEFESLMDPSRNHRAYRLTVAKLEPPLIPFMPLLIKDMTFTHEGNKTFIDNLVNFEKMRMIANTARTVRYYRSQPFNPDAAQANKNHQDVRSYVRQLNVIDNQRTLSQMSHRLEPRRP
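Fluorescence exchange assay: 100 nM EPAC2 with 250 nM RAP1B-BODIPY-GDP and 50 uM GDP; compounds tested as a concentration-titration series (qHTS). Loss of Rap1-bound BODIPY-GDP fluorescence read at 480/540 nm; data normalized to 6.5 mM cAMP.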
Nrf2 block – inhibitors of Nrf2 signaling. A549 ARE-Fluc reporter, luciferase luminescence, 18-24 h. Potency, µM (doses to about 46 µM), without a hit: top-dose activity change, negative = inhibition, most hits filed as inhibitors. 360,000 compounds, 2.1% hits; further: potency means the concentration at half of the fitted maximal effect; on the % scale 0 is the no-effect control and ±100 the full control effect; nearly all actives have a fitted effect of over 60% in size
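A549 ARE_Fluc cells (5000/well, 5% FBS OPTI-MEM) pre-incubated 2 h, then treated with compounds 18-24 h at 37C/5% CO2 in concentration-response. CellTiter-Fluor viability read first; BugLite luciferase luminescence after 15 min at room temperature gives Nrf2 activity.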
TGFb inhibitor – TGF-b pathway inhibition. HepG2 CAGA-GFP TGF-b/SMAD3 reporter, GFP fluorescence, 18 h; TGF-beta stimulated, 500 pg/mL final. 410,000 compounds, 1.2% hits. Potency, µM (series often up to 46.1 µM), inactives show top-dose activity, negative = inhibition, most hits filed as inhibitors; further: potency means the concentration at half of the fitted maximal effect; on the % scale 0 is the no-effect control and ±100 the full control effect; nearly all actives have a fitted effect of over 65% in size
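TGF-beta reporter screen: HEPG2 CAGA-GFP, 1% FBS, 500 pg/mL TGF-beta final, 18 h; per-cell GFP summed per well; curves fitted and categorized by class.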
IL2 activator – activates IL-2 in a cell-based reporter assay; IL-2 activation reporter assay, cell-based qHTS; stimulated with anti-CD3/CD4/CD28 beads; in transgenic mouse T cells; activation, % (series mostly up to about 46 µM); AID 652025; 360,000 compounds, 0.065% hits; in the data active means activation above about 50%; inconclusive means mostly about 30% to 49%; further: 0% is about no effect
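Unstimulated transgenic mouse T cells, 750 per well, received compound and, after 60 minutes, anti-CD3/anti-CD4 bead plus anti-CD28 stimulation. EGFP and DsRed were quantified after 18 hours.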
* = called active by the depositor; & = joins results of further samples; [ ] = dose if it differs, or a comment. Unless noted, the call rests on the fitted dose curve; in most records, active means well fitted curve in the direction sought with a large enough effect; inconclusive means small, poorly fitted or top-dose-only effect, or another doubt; inactive means no such curve, though single readings can be large; an effect the other way counts as inactive or inconclusive.

How did CCCCCC(=O)NC(CC(=O)OC)c1ccc2c(c1)OCO2 (stereo not given) do in these assays?
HepG2 viability: 1%; ATXN2 expr inh: 3%; A549 tox: 1%; Nrf2 activator: 0.3%; S2 tox: inactive; EPAC2 agonist: -8%; Nrf2 block: -9%; TGFb inhibitor: -20%; IL2 activator: -0.9

Results for COc1ccccc1C(CNC(=O)C1CCN(C(=O)Nc2ccccc2)CC1)N1CCCC1 (stereo not given) ?
HepG2 viability: -2%; ATXN2 expr inh: 3%; A549 tox: 10%; Nrf2 activator: -0.8%; S2 tox: inactive; EPAC2 agonist: 3%; Nrf2 block: -9%; TGFb inhibitor: -8%; IL2 activator: -1.9

Results for Cc1ccc(S(=O)(=O)N(C)C)cc1NC(=O)CN1C(=O)NC2(CCCCCC2)C1=O ?
HepG2 viability: 0%; ATXN2 expr inh: -6%; A549 tox: -2%; Nrf2 activator: -0.6%; S2 tox: inactive; EPAC2 agonist: -12%; Nrf2 block: 0%; TGFb inhibitor: 3%; IL2 activator: -2.3

Results for CCc1cc(=O)oc2cc(OCC(=O)N3CCCc4ccccc43)ccc12 ?
HepG2 viability: 1%; ATXN2 expr inh: -6%; A549 tox: 1%; Nrf2 activator: -0.6%; S2 tox: inactive; EPAC2 agonist: 4%; Nrf2 block: -11%; TGFb inhibitor: -1%; IL2 activator: 2.8

How did COCCCNC(=S)Nc1ccc2nc(N3CCOCC3)cc(C)c2c1 do in these assays?
HepG2 viability: -7%; A549 tox: 6%; Nrf2 activator: 3.7%; EPAC2 agonist: 0%; Nrf2 block: 15%; TGFb inhibitor: -15%; IL2 activator: 0.7

What do the screens show for `Cc1ccc(NC(=O)CSCC(=O)Nc2ccccc2C(=O)NC2CC2)cc1`?
HepG2 viability: -2%; ATXN2 expr inh: -5%; A549 tox: -8%; Nrf2 activator: 0.1%; S2 tox: inactive; EPAC2 agonist: -3%; Nrf2 block: 8%; TGFb inhibitor: -24%; IL2 activator: -3.5

Results for O=C(NCC1COc2ccccc2O1)c1ccccc1 (stereo not given) ?
HepG2 viability: -6%; ATXN2 expr inh: 40%[activator]; A549 tox: 5%; Nrf2 activator: -0.2%; S2 tox: inactive; EPAC2 agonist: 13%; TGFb inhibitor: -16%; IL2 activator: 2.3

What do the screens show for `O=C(NCc1ccc2c(c1)OCO2)c1ccc(COc2cc(Cl)ccc2Cl)o1`?
HepG2 viability: -15%; ATXN2 expr inh: -5%; A549 tox: -8%; Nrf2 activator: 0.4%; S2 tox: inactive; EPAC2 agonist: 4%; Nrf2 block: inconclusive; TGFb inhibitor: -5%; IL2 activator: -2.6

How did O=S1(=O)CCOCCN1Cc1ccccc1 do in these assays?
HepG2 viability: -9%; ATXN2 expr inh: 13%; A549 tox: 0%; Nrf2 activator: -0.5%; S2 tox: inactive; EPAC2 agonist: 4%; Nrf2 block: 9%; TGFb inhibitor: -10%; IL2 activator: -1.2

What do the screens show for `c1ccc(CCOn2ccnc2)cc1`?
HepG2 viability: 1%; ATXN2 expr inh: 5%; A549 tox: 1%; Nrf2 activator: -0.6%; S2 tox: inactive; EPAC2 agonist: 2%; Nrf2 block: 3%; TGFb inhibitor: 0%; IL2 activator: -3.9

Results for CS(=O)(=O)c1sc(C#N)c2c1C(=O)CC(c1ccccc1)C2 (stereo not given) ?
HepG2 viability: -100%; ATXN2 expr inh: 5µM*; A549 tox: 4%; Nrf2 activator: -6.5%; S2 tox: 6.3µM*; EPAC2 agonist: -6%; Nrf2 block: inconclusive; TGFb inhibitor: inconclusive; IL2 activator: -4.5

What do the screens show for `CC(C)[C@H](NC(N)=O)C(=O)Nc1ccc(Oc2ccccc2)cc1`?
HepG2 viability: -10%; ATXN2 expr inh: -23%; A549 tox: 4%; Nrf2 activator: 0.3%; S2 tox: inactive; EPAC2 agonist: -7%; Nrf2 block: inconclusive; TGFb inhibitor: -20%; IL2 activator: 2.7

Random excerpt: two records from the list
How did CCCCCC(=O)NC(CC(=O)OC)c1ccc2c(c1)OCO2 (stereo not given) do in these assays?
HepG2 viability: 1%; ATXN2 expr inh: 3%; A549 tox: 1%; Nrf2 activator: 0.3%; S2 tox: inactive; EPAC2 agonist: -8%; Nrf2 block: -9%; TGFb inhibitor: -20%; IL2 activator: -0.9

Results for COc1ccccc1C(CNC(=O)C1CCN(C(=O)Nc2ccccc2)CC1)N1CCCC1 (stereo not given) ?
HepG2 viability: -2%; ATXN2 expr inh: 3%; A549 tox: 10%; Nrf2 activator: -0.8%; S2 tox: inactive; EPAC2 agonist: 3%; Nrf2 block: -9%; TGFb inhibitor: -8%; IL2 activator: -1.9

The listing continues.
Results for Cc1cc(C)n2ncc(C(=O)NCc3ccccc3)c2n1 ?
HepG2 viability: -19%; ATXN2 expr inh: 4%; A549 tox: 10%&9%; Nrf2 activator: 2.6%; S2 tox: inactive; EPAC2 agonist: 10%; Nrf2 block: -10%&1%; TGFb inhibitor: 3%; IL2 activator: -1.3

Results for COc1cccc(CN(C(=O)c2cccc(OC)c2)C2CCS(=O)(=O)C2)c1 (stereo not given) ?
HepG2 viability: -14%; ATXN2 expr inh: 6%; A549 tox: -1%; Nrf2 activator: -0.2%; S2 tox: inactive; EPAC2 agonist: 4%; Nrf2 block: 1%; TGFb inhibitor: 0%; IL2 activator: -2.1

What do the screens show for `CCCCn1c(NCc2ccc3c(c2)OCO3)nc2ccccc21`?
HepG2 viability: -38%; ATXN2 expr inh: -3%; A549 tox: -2%; Nrf2 activator: 3.8%; S2 tox: inactive; EPAC2 agonist: 11%; Nrf2 block: -18%; TGFb inhibitor: -29%; IL2 activator: -0.7

Results for Cc1cc(C(=O)N/N=C\c2ccc(COc3ccc([N+](=O)[O-])cc3)o2)ccc1[N+](=O)[O-] ?
HepG2 viability: -20%; ATXN2 expr inh: -38%; A549 tox: -7%; Nrf2 activator: 0.1%; S2 tox: inconclusive; EPAC2 agonist: -4%; Nrf2 block: -36%; TGFb inhibitor: 15%; IL2 activator: -1.5

Results for CC1=C(C(=O)N2CCOCC2)CC(CC(=O)NCc2cccs2)C(=O)N1Cc1ccccc1 (stereo not given) ?
HepG2 viability: -2%; ATXN2 expr inh: 25%; Nrf2 activator: 0.2%; S2 tox: inactive; EPAC2 agonist: 5%; TGFb inhibitor: -19%; IL2 activator: -0.5

How did c1ccc(CCN2CCN(c3ncnc4c3cnn4-c3ccccc3)CC2)cc1 do in these assays?
HepG2 viability: -13%; ATXN2 expr inh: 4%; A549 tox: 4%; Nrf2 activator: 7.6%; S2 tox: inconclusive; EPAC2 agonist: -1%; Nrf2 block: -15%; TGFb inhibitor: inconclusive; IL2 activator: -3.3

What do the screens show for `COc1ccc(C2=NOC(Cn3nc(C(=O)NCc4cccs4)cc3-c3ccccc3)C2)cc1` (stereo not given)?
HepG2 viability: 2%; ATXN2 expr inh: -3%; A549 tox: 1%; Nrf2 activator: 2.8%; S2 tox: inactive; EPAC2 agonist: 13%; Nrf2 block: -15%; TGFb inhibitor: 2%; IL2 activator: -0.4

How did O=C(COC(=O)COc1ccc(Br)cc1)Nc1cccnc1Cl do in these assays?
HepG2 viability: 0%; A549 tox: 7%; Nrf2 activator: 2.0%; S2 tox: inactive; EPAC2 agonist: 3%; Nrf2 block: 11%; TGFb inhibitor: -1%; IL2 activator: -3.8

What do the screens show for `CCCN(C(=O)CCOc1ccc(C(C)(C)C)cc1)c1c(N)n(Cc2ccccc2)c(=O)[nH]c1=O`?
HepG2 viability: -6%; ATXN2 expr inh: -10%; A549 tox: 1%; Nrf2 activator: 0.3%; S2 tox: inactive; EPAC2 agonist: -15%; Nrf2 block: -1%; TGFb inhibitor: 20%; IL2 activator: -4.8

How did COc1ccc(Cc2nc3ccc(C(=O)N4CCCN(C=O)CC4)cc3o2)cc1 do in these assays?
HepG2 viability: -25%; ATXN2 expr inh: -11%; A549 tox: 1%; Nrf2 activator: -0.4%; S2 tox: inactive; EPAC2 agonist: 0%; Nrf2 block: -13%; TGFb inhibitor: -2%; IL2 activator: -1.7

How did CC(=O)Nc1ccc(NC(=O)CSc2nnc(-c3ccc(NS(C)(=O)=O)cc3)n2C)cc1C do in these assays?
HepG2 viability: 0%; A549 tox: -2%; Nrf2 activator: 0.4%; S2 tox: inactive; EPAC2 agonist: 1%; Nrf2 block: -5%; TGFb inhibitor: -7%; IL2 activator: 0.7

How did CC(NC(=O)c1cccnc1)C(c1ccccc1)N1CCN(C)CC1 (stereo not given) do in these assays?
HepG2 viability: -2%; ATXN2 expr inh: 2%; A549 tox: 6%; Nrf2 activator: -0.3%; S2 tox: inactive; EPAC2 agonist: -3%; Nrf2 block: 10%; TGFb inhibitor: -5%; IL2 activator: 0.1

How did CC(Sc1nnnn1C)C(=O)Nc1ncc(Cl)cc1Cl (stereo not given) do in these assays?
HepG2 viability: 3%; ATXN2 expr inh: -13%; A549 tox: 1%; Nrf2 activator: -0.9%; S2 tox: inactive; EPAC2 agonist: 6%; Nrf2 block: -2%; TGFb inhibitor: 9%; IL2 activator: -0.2

How did O=C(COC(=O)c1ccc(OC(F)F)cc1)NCCC1=CCCCC1 do in these assays?
HepG2 viability: -33%; ATXN2 expr inh: -2%; A549 tox: 4%; Nrf2 activator: -2.8%; S2 tox: inactive; EPAC2 agonist: 6%; Nrf2 block: -1%; TGFb inhibitor: -10%; IL2 activator: -0.7

Results for Cc1cc(Br)ccc1SCC(=O)OCC(=O)Nc1ccccc1C#N ?
HepG2 viability: -11%; ATXN2 expr inh: -6%; A549 tox: 19%; Nrf2 activator: 2.1%; S2 tox: inactive; EPAC2 agonist: 9%; Nrf2 block: 29%; TGFb inhibitor: 3%; IL2 activator: -0.4

Outcome played no part in choosing rows. Share with any hit: about 4.3%.
